Ecoli viability = counter-screen for AddAB inhibitors: E. coli growth inhibition; E. coli V3065 growth, OD600 absorbance, 18 h; inhibition, % at 11.9 µM; actives 0.27% (n = 330,000); AID 449728;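 active means inhibition above the campaign's mean inhibition across all tested compounds plus 3 SD, cut at about 9.9% in these data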;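 further: uninfected addAB+ strain grown without phage in ampicillin broth; 0% = DMSO wells and 100% = ciprofloxacin 0.95 µg/ml wells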
OPRM1-OPRD1 ag = agonists of human mu-delta opioid receptor heterodimerization; P35372+P41143; cells, OPRM1-OPRD1 heterodimerization, luminescence; activation, % at 9.3 µM; actives 0.3% (n = 340,000); in the data active means activation above about 18%;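 further: 0% = vehicle-treated cells and 100% = reference agonist; values of inactives mirror those of a sister screen read the other way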
PKA-R2B activ = PKA-R2B complex activation. P22694+P31323. PKA-R2B holoenzyme dissociation, Cy5-IP20 fluorescence polarization; R2B truncated from residue 108, S112A mutant; 0% DMSO only, 100% 113 µM cGMP. activation, % at 11.4 µM. actives 0.079% (n = 340,000). AID 504700;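 active means activation above a cutoff set at the mean over all compounds plus 3 SD, cut at about 18% in these data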;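 further: higher means more holoenzyme dissociation and a rise in polarization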
Target sequence (P31323 whole entry, looked up, other chains not shown, the tested form may be a part): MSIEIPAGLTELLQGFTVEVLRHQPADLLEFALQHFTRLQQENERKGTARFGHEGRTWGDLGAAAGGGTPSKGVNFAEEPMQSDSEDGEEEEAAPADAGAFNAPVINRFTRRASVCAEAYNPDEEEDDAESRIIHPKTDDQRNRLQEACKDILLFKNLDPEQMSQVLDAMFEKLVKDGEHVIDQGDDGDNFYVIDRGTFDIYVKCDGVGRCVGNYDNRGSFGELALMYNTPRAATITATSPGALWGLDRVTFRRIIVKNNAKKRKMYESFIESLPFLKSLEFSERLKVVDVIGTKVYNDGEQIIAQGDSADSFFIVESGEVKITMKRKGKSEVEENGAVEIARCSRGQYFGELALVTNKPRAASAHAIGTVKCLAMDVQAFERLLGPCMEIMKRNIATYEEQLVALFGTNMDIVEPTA
OPRM1-OPRD1 inv = mu-delta opioid heterodimer inverse agonism | cell-based MOR-DOR heterodimer luminescence | P35372+P41143 | inhibition, % at 9.3 µM | actives 0.21% (n = 340,000) | AID 504357; in the data active means inhibition above about 22%, passing the limit was not always enough;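 further: 0% = cells with DMSO and 100% = wells without cells with DMSO; values of inactives mirror those of a sister screen read the other way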
AddAB inh = less growth of phage-infected E. coli with AddAB; actives 0.29% (n = 330,000); E. coli expressing H. pylori AddAB, absorbance growth; inhibition, % at 11.9 µM; in the data active means inhibition above about 12%;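 further: 0% = vehicle wells of infected cells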
phage Ecoli inh = E. coli growth loss with phage present | inhibition, % at 11.9 µM | growth absorbance | AID 651602 | actives 0.26% (n = 360,000); in the data active means inhibition above about 11%
Tat export inh = inhibitors of E. coli Tat protein transport; E. coli MC4100 TorA-mCherry Tat export, fluorescence; actives 0.036% (n = 340,000); inhibition, % at 10 µM; AID 488895;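 active means mean replicate inhibition at least 50% and at least half of replicates individually reaching 50%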;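 further: exported cargo escapes ClpAP degradation while cytoplasmic cargo is degraded and loses fluorescence; 0% = median of neutral control wells and 100% = median of NaSCN control wells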
HTR5A inv ctr = inverse agonist of human HTR5A in OPRM1-OPRD1 counter-screen. P47898. inhibition, % at 9.3 µM. actives 0.083% (n = 340,000). HTR5A cell line, luminescence, inverse agonism; in the data active means inhibition mostly above about 23%, no sharp cut-off; inactive means mostly below about 18%;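 further: 0% = cells with DMSO and 100% = no-cell wells with DMSO; some compounds called inactive have numbers as strong as hits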
Target sequence (P47898 whole entry, looked up): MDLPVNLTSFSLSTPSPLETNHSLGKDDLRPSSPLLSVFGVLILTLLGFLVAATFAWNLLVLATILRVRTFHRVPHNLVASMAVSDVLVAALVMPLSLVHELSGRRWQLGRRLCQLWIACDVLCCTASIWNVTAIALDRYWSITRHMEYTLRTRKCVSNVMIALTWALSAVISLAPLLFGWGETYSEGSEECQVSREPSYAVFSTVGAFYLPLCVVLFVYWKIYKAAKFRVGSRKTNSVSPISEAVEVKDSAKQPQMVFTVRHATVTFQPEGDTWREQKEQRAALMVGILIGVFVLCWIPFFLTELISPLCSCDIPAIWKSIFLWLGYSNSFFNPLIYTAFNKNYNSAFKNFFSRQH
SUMO Mot1 rescue = inhibitors of SUMOylation pathway: yeast Mot1-301 growth rescue | actives 1% (n = 320,000) | S. cerevisiae Mot1-301 growth rescue, ATP luminescence, 38.5C; percent above DMSO median, 100 means doubled | growth rescue, % at 18.8 µM;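 active means every valid replicate shows activation above 250% relative to neutral control wells; inactive means the rest, any valid replicate at or below 250%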;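 further: OY570 slx delta 5 strain wells were the positive control but not used for scaling; some compounds called inactive have numbers as strong as hits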
PfHsp90 yeast 2 = reduces growth (ATP signal) of yeast expressing P. falciparum Hsp90 | inhibition, % at 9.4 µM | actives 0.32% (n = 310,000) | S. cerevisiae expressing PfHsp90, BacTiter-Glo ATP, 48 h; yeast lacking PDR1 and PDR3 efflux regulators;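 active means every replicate shows inhibition above about 80%, whatever the replicate mean, limit read from the data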;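 further: 0% = DMSO neutral controls and 100% = 20 µM radicicol positive controls; yeast relying on Plasmodium falciparum Hsp90 in place of its own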
PKA-R1A activ = PKA-R1A complex activation; activation, % at 11.4 µM; P00514+P68181; actives 0.083% (n = 340,000); PKA-R1A dissociation, Cy5-IP20 fluorescence polarization; scaled: DMSO 0%, 113 µM cGMP 100%; AID 504707;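 active means percent activation above the mean of all tested compounds plus 3 SD, cut at about 19% in these data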;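 further: higher means more PKAc released from R1A so a rise in polarization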
* hit, by the source's call; i = inactive; · = no result given.

A first look (2 entries):
Molecule	Ecoli viability	OPRM1-OPRD1 ag	PKA-R2B activ	OPRM1-OPRD1 inv	AddAB inh	phage Ecoli inh	Tat export inh	HTR5A inv ctr	SUMO Mot1 rescue	PfHsp90 yeast 2	PKA-R1A activ
CCN(CC(=O)Nc1cc(Cl)ccc1C)C(=O)Cn1c(=O)cnc2ccccc21	1.4	-1.6	-1.6	10.2	1.7	-1.9	8.8	-19.4	-5.1	15.8	2.7
Cn1nccc1-c1cc(Cl)cc(Cl)c1O	-3.5	·	·	·	-2.5	-3.1	-4.6	·	-4.6	9.0	·

The whole of this part (from the top)
Molecule	Ecoli viability	OPRM1-OPRD1 ag	PKA-R2B activ	OPRM1-OPRD1 inv	AddAB inh	phage Ecoli inh	Tat export inh	HTR5A inv ctr	SUMO Mot1 rescue	PfHsp90 yeast 2	PKA-R1A activ
CCN(CC(=O)Nc1cc(Cl)ccc1C)C(=O)Cn1c(=O)cnc2ccccc21	1.4	-1.6	-1.6	10.2	1.7	-1.9	8.8	-19.4	-5.1	15.8	2.7
Cn1nccc1-c1cc(Cl)cc(Cl)c1O	-3.5	·	·	·	-2.5	-3.1	-4.6	·	-4.6	9.0	·
Cc1ccnc(SCc2cc(=O)c(OC(=O)c3ccc(Cl)c([N+](=O)[O-])c3)co2)n1	2.2	-2.7	-6.5	14.4	2.3	2.6	3.2	18.5	1.0	17.9	1.6
CCCCNC(=O)C1CCCN(S(=O)(=O)CC)C1 (stereo not drawn)	0.0	-1.4	13.1	7.2	0.1	3.1	3.7	0.0	-5.6	-11.6	-6.2
O=C(COc1ccccc1[N+](=O)[O-])N/N=C/c1ccc(O)c([N+](=O)[O-])c1	0.2	-1.2	-8.8	5.8	-0.3	4.5	1.9	1.7	-15.3	-16.1	-2.9
O=C(O)c1sc2ncccc2c1OCc1ccccc1	-1.3	0.8	-10.2	-5.5	0.5	0.8	1.3	-3.6	26.2	-5.6	-2.2
C[n+]1c2n(c3ccccc31)N=C(c1ccc(Cl)cc1)CS2	0.2	-0.3	2.6	1.5	-1.4	0.7	3.5	9.4	-14.7	-56.4	0.0
Cc1cc(C)cc(-n2ccn(CC(=O)NCCc3ccccc3)c(=O)c2=O)c1	-0.3	-1.4	-10.1	7.3	5.9	3.6	-2.0	16.8	-17.2	9.4	-1.9
CC(C)C[C@@H](CN)NC(=O)c1nc[nH]c1C(=O)N[C@@H](CC(C)C)C(=O)CNC[C@H](C)NC(=O)c1nc[nH]c1C(=O)N[C@@H](C)C(=O)O	·	-2.1	-9.6	10.0	·	-0.2	18.4	4.9	·	4.7	1.8
BrC(=C\c1ccccc1)/C=N/n1cnnc1	·	-1.1	4.3	5.6	·	4.2	-17.2	16.1	·	20.1	9.2
COC(=O)COc1ccc(S(=O)(=O)NCc2ccco2)cc1	-2.1	-3.0	-2.5	16.6	1.8	0.2	2.3	-3.5	5.7	11.0	-1.5
CCN(CC(=O)NC(C)C)C(=O)c1cc(S(=O)(=O)N2CCCCC2)ccc1N1CCCCC1	0.7	-3.2	3.3	16.9	1.0	2.2	0.7	8.0	-3.1	2.8	-11.2
CCC(C)c1ccccc1OCC(=O)NN1C(=O)c2ccccc2C1=O (stereo not drawn)	-1.8	-1.0	-2.5	4.9	1.2	1.9	3.5	1.0	439.1	-45.1	-7.2
Cc1cc(SCC(=O)c2ccc3c(c2)OCO3)nc2ccccc12	-1.3	-0.3	-3.9	1.6	1.4	2.5	3.0	-17.1	-5.5	-22.0	0.3
O=C(CN1C(=O)NC(c2ccccc2)(c2ccccc2)C1=O)NCc1ccco1	-1.6	-2.3	5.0	11.1	3.1	1.8	7.4	-7.3	22.4	-1.2	-2.0
C=CCN(CC=C)Cc1c(O)ccc2c(=O)c(-c3ccccc3)coc12	-1.7	-3.6	14.7	16.4	3.0	4.2	5.1	-2.0	88.8	-2.5	4.4
CN(CC(=O)Nc1ccccc1Br)C(=O)c1cc(S(=O)(=O)N(C)C)ccc1N1CCCC1	-3.3	-3.8	0.9	18.4	-2.2	0.7	-9.5	10.4	31.8	9.6	-0.8
O=C(COc1ccccc1F)NCC(c1ccc(F)cc1)N1CCOCC1 (stereo not drawn)	3.2	-3.1	-2.1	12.4	1.1	0.8	-1.8	-4.5	47.1	12.9	-15.7
O=C(O)c1ccc(NC(CSCc2ccccc2F)C(=O)O)c([N+](=O)[O-])c1 (stereo not drawn)	2.3	-2.6	0.3	14.3	0.3	4.4	5.8	29.9	5.3	22.4	-9.6
COc1cc2c(cc1OC)C(c1ccccc1)N(S(C)(=O)=O)CC2 (stereo not drawn)	1.3	-3.6	7.2	18.4	-0.5	1.8	4.4	2.6	·	25.8	-0.8

(cont.)
Molecule	Ecoli viability	OPRM1-OPRD1 ag	PKA-R2B activ	OPRM1-OPRD1 inv	AddAB inh	phage Ecoli inh	Tat export inh	HTR5A inv ctr	SUMO Mot1 rescue	PfHsp90 yeast 2	PKA-R1A activ
Cc1nc(NC(=O)c2ccccc2)sc1C1(C)CC(c2ccccc2F)=NO1 (stereo not drawn)	0.7	-0.4	-6.2	2.1	3.5	3.9	-21.8	17.8	4.5	-2.6	2.4
CCOC(=O)N1CCN(C(=O)CN(C2CCCCC2)S(=O)(=O)c2ccc(C)cc2)CC1	1.2	-2.9	-0.6	16.3	-0.4	3.1	3.7	5.4	8.1	9.9	-3.4
Cc1cc(CNC(=O)CCc2nnc(CCCc3ccccc3)o2)nn1C	2.1	0.4	-5.7	-1.9	1.0	3.2	2.2	7.6	·	-32.7	1.4
COc1cccc(C(=O)NCCSCc2ccccc2Cl)c1	-1.8	-0.1	-1.4	0.7	0.5	2.9	15.7	3.1	8.2	-4.8	-4.7
O=C(Nc1cc(S(=O)(=O)N2CCCCC2)ccc1N1CCCCC1)c1ccncc1	-2.1	-2.3	-11.3	11.7	-2.8	-0.5	13.5	-20.9	-2.8	3.3	-9.1
CCCOc1ccc(/C=N/O)cc1	0.8	0.7	-5.2	-3.9	0.2	-1.9	-3.7	-19.1	-7.8	8.4	-2.1
NS(=O)(=O)c1ccc(CCNC(=O)CCC2COc3ccccc3O2)cc1 (stereo not drawn)	1.9	-4.0	5.8	16.7	0.9	1.4	3.2	-9.1	16.7	11.5	-6.3
CCOC(=O)CSc1nc2cc(C)cc(C)c2cc1C#N	1.4	4.2	-16.5	-22.7	0.9	1.8	-4.8	-2.8	·	2.6	-3.5
Cc1cc2cc(CNC(=O)NC3CCCCC3)ccc2n1C	-0.2	-1.9	1.5	10.0	0.9	1.9	-8.3	-4.7	·	-5.5	6.6
O=[N+]([O-])c1ccc(OCC(O)CN2CCN(c3ccccc3F)CC2)cc1 (stereo not drawn)	1.6	3.9	-5.3	-20.4	3.7	3.4	-5.4	-5.3	33.6	-8.3	-13.9
CC1CCCC(NC(=O)COC(=O)c2ccccc2[N+](=O)[O-])C1C (stereo not drawn)	1.3	-0.8	-9.9	3.9	2.5	3.7	3.4	20.0	54.4	-25.5	-10.3
Nc1nc(SCc2ccccc2)c2ncn(C3CCCCC3)c2n1	·	2.9	-5.1	-14.5	·	1.6	-1.1	-2.5	·	11.3	5.1
N/C(Cc1ccc(Cl)cc1)=N\OC(=O)C1CCCCC1	-3.0	4.3	-0.7	-26.5	0.1	1.4	-8.6	2.5	17.3	-12.4	-2.3
O=C(COc1ccccc1)NNC(=O)c1ccc(Cl)cc1	-1.2	-2.5	-6.5	10.1	0.0	3.3	5.4	2.4	-12.8	8.6	-8.1
COc1ccc(N2CCN(CC(=O)NCc3ccc(Cl)cc3)CC2)cc1	0.7	-0.3	-2.2	1.7	3.3	1.1	4.1	-17.7	i	8.6	12.3
COc1ccc(NS(=O)(=O)N2CCCCC2)cc1	·	-1.7	-8.2	8.7	·	4.3	-0.8	13.1	·	23.6	-1.3
O=C(O)COc1ccc(/C=C2\SC(=Nc3ccccc3)N(c3ccccc3)C2=O)cc1	-0.4	-1.8	-2.5	8.6	-0.1	4.7	-9.3	3.6	-2.3	-0.5	-4.1
O=C(c1cc(S(=O)(=O)N2CCOCC2)c(Cl)cc1Cl)N1CCCCC1CO (stereo not drawn)	0.8	0.0	-2.7	0.2	-0.2	2.0	24.6	-30.3	241.6	3.6	-2.1
Cc1ccc(OCCCCn2cnc3ccccc32)cc1	-1.7	0.1	-14.8	-0.6	0.4	2.7	-1.5	15.1	19.5	-24.6	2.7
COc1ccc(OCCCC(=O)Nc2nncs2)cc1	0.3	-1.1	7.8	6.6	0.3	-0.6	-4.0	1.8	-5.0	13.4	-2.6

Going on with the list.
Molecule	Ecoli viability	OPRM1-OPRD1 ag	PKA-R2B activ	OPRM1-OPRD1 inv	AddAB inh	phage Ecoli inh	Tat export inh	HTR5A inv ctr	SUMO Mot1 rescue	PfHsp90 yeast 2	PKA-R1A activ
CC(C)CCNC(=O)C(c1ccncc1)N(Cc1cccs1)C(=O)Cn1nnc(-c2ccc(F)cc2)n1 (stereo not drawn)	0.1	0.6	-10.4	-3.2	-0.4	1.1	4.7	-19.5	3.0	6.4	-8.0
Cc1cc(C2(O)C(=O)Nc3ccccc32)ccc1F (stereo not drawn)	-2.7	-1.8	4.6	8.0	2.0	3.8	-0.7	1.5	-5.6	-27.0	1.4
CC(C)(C)[C@@H]1COC(=O)[C@H](Cc2ccc(F)cc2)C/C=C\C[C@@H](CC(=O)NCCO)C(=O)N1	-1.1	-1.2	-0.8	7.2	-0.4	0.8	1.6	9.1	3.4	6.5	9.5
CS(=O)(=O)N(CC(=O)Nc1ccccc1C(=O)N1CCOCC1)c1ccc2c(c1)OCO2	-0.4	-1.6	6.3	9.2	0.8	-0.6	1.1	-12.8	2.7	-6.6	-5.0
CN(C(=O)C(C)(C)C)C1c2c(ccc3ccccc23)OCC1CO (stereo not drawn)	·	14.5	2.3	-69.1	·	4.0	10.2	-5.8	-6.5	-6.3	-7.5
Cc1ccc(-c2nc(NCc3cccnc3)c3ccccc3n2)cc1	2.3	-1.8	-15.2	9.4	4.9	3.4	13.3	-0.2	56.3	27.1	-13.5
CCOC(=O)c1sc(=S)n(-c2ccccc2)c1NC(C)=O	2.0	-0.2	1.6	1.3	1.3	3.3	-0.2	-10.7	139.5	-0.2	-13.6
COc1ccc(-c2noc(-c3ccccc3C(=O)Nc3cccc(OC)c3)n2)cc1	-2.0	-4.6	-2.0	19.4	-0.4	2.9	-3.9	-7.0	1.4	12.4	-0.1
O=C(Nc1ccccc1N1CCN(C(=O)c2ccc(Cl)cc2)CC1)c1cccc(F)c1	-0.2	-0.4	4.6	2.1	0.1	-0.1	1.8	5.4	-12.3	-3.3	-5.7
COc1ccc(C2CC(=O)c3c([nH]c(C(=O)OC(C)C)c3C)C2)cc1OC (stereo not drawn)	-1.0	-3.4	-6.4	18.2	3.5	4.6	-3.0	-11.2	1.5	-18.5	-0.5
